MCL1-BIM inh: inhibitors of human MCL1 binding to BIM-BH3 peptide; GST-MCL1 / FITC-Bim-BH3 fluorescence polarization; inhibition, % at 10.9 µM; 320,000 compounds, 0.68% hits;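 active means inhibition above the mean inhibition of all tested compounds plus 3 SD, set per campaign, cut at about 40% in these data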;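 further: 0% = DMSO wells and 100% = unlabeled Bim-BH3 peptide control; higher means more loss of mP so more displacement of Bim peptide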
Fam108B inh: counter-screen for RBBP9 inhibitors: inhibitors of mouse Fam108B. 300,000 compounds, 0.33% hits. inhibition, % at 9.51 µM. recombinant Fam108B, FP-Rh probe fluorescence polarization;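 active means inhibition above the screen mean inhibition plus 3 SD, computed separately per campaign, cut at about 18% in these data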;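 further: inhibitors lower polarization as less probe binds the enzyme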
Bcl-xL primary: inhibitors of human Bcl-xL. Q07817. GST-Bcl-xL / FITC-Bim BH3 peptide fluorescence polarization. inhibition, % at 10.9 µM. 320,000 compounds, 0.7% hits;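 active means inhibition above the mean of all tested compounds plus 3 SD, cutoff set per campaign, cut at about 30% in these data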;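 further: 0% = DMSO wells and 100% = unlabeled Bim-BH3 peptide competitor; inhibitors lower millipolarization by displacing the labeled peptide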
CIT2 TOR yeast: yeast TOR pathway CIT2-GFP modulation; S. cerevisiae CIT2-GFP strain, flow cytometry, 3 h; 100 means same as DMSO wells; GFP response vs DMSO, % at 10 µM; 320,000 compounds, 0.065% hits;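 active means GFP response relative to DMSO above a set limit, near the screen mean plus 3 SD, cut at about 150% in these data; inconclusive means Fewer than 70 cells measured for a yeast strain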;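 further: ratio of well median GFP fluorescence to mean of DMSO wells on the plate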
GRK2 aptamer HTS: human GRK2 inhibition via aptamer displacement; P25098; bead flow cytometry, FAM-aptamer displacement from GRK2; inhibition of aptamer binding, % at 10 µM; 330,000 compounds, 0.59% hits; AID 488847;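 active means inhibition of aptamer binding above 40%, roughly 3 SD of noise, on plates passing a quality check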;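 further: median bead fluorescence of bound FAM aptamer so fluorescent compounds give negative values; no value below 0 was filed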
VLA-4 inh: inhibition in a human VLA-4 binding assay; VLA-4 expressing cells, ligand binding flow cytometry; P13612; 330,000 compounds, 0.2% hits; inhibition, % (about 7 µM as worked out from the volumes in the protocol); in the data active means inhibition above about 50%
Target sequence (P13612 whole entry, looked up): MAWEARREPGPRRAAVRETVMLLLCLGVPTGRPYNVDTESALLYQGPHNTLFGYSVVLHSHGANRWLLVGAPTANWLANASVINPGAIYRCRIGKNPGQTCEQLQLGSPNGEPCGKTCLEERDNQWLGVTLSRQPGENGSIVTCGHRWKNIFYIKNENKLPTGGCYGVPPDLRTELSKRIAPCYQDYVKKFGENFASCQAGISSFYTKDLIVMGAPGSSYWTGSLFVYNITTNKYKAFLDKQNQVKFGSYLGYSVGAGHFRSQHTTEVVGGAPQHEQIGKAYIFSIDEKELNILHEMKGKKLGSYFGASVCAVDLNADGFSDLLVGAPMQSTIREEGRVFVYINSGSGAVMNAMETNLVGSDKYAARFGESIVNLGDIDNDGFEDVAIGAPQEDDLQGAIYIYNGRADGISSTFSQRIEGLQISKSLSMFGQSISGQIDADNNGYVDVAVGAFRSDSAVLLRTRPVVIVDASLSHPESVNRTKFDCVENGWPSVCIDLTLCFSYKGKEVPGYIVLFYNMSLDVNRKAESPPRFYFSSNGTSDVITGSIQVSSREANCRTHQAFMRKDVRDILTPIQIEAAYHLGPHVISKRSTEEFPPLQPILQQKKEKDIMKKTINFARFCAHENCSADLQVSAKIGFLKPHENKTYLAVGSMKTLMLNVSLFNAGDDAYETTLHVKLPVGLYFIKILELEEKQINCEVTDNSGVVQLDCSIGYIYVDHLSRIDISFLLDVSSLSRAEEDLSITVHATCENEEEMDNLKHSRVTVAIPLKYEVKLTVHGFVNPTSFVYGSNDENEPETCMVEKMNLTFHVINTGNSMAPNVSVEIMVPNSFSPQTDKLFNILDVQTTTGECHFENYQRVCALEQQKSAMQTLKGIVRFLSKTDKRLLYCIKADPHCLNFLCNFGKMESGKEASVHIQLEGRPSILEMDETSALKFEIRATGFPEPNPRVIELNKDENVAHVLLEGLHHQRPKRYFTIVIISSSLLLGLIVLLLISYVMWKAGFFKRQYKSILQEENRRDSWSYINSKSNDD
GLD-1 TGE inh: GLD-1-TGE RNA interaction inhibition (C. elegans); Q17339; purified GLD-1 + fluorescein TGE RNA, fluorescence polarization; inhibition, % at 5.96 µM; 320,000 compounds, 0.44% hits; AID 2280;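 active means percent inhibition above a per-plate cutoff, the plate mean of test compounds plus 3 SD, cut at about 30% in these data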;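 further: 0% = DMSO wells with GLD-1 and probe and 100% = wells lacking GLD-1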
MEX-5 binding: C. elegans MEX-5 TCR-2 RNA binding activity | MEX-5/FITC-TCR2 RNA binding, fluorescence polarization; stronger effect = lower value | activity score (negative = inhibition of binding), % at 10 µM | 300,000 compounds, 0.38% hits;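 active means inhibition past about -25% in most replicates, and total fluorescence under double the plate's negative control median, limit read from the data; inconclusive means replicates evenly split on the limit, or fluorescence at least double controls; inactive means too little inhibition in most replicates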;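 further: 0% = DMSO and -100% = 5 µM competing unlabeled TCR2 RNA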
AGP1-GFP MLPCN: modulators of TOR pathway AGP1-GFP in S. cerevisiae; AID 2066; 320,000 compounds, 0.02% hits; GFP response vs DMSO, % at 10 µM; S. cerevisiae AGP1-GFP multiplex flow cytometry, 3 h; GFP as percent of DMSO wells;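 active means GFP response relative to DMSO above a set limit, near screen average plus 3 SD, cut at about 150% in these data; inconclusive means fewer than 70 cells counted for the yeast strain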;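 further: median GFP channel fluorescence of the gated AGP1 strain per well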
An asterisk follows results filed as active; i = inactive; ? = inconclusive; . = not tested or not shown.

Start of the data: the first 2 entries as a preview:
SMILES	MCL1-BIM inh	Fam108B inh	Bcl-xL primary	CIT2 TOR yeast	GRK2 aptamer HTS	VLA-4 inh	GLD-1 TGE inh	MEX-5 binding	AGP1-GFP MLPCN
Nc1nonc1C(=O)NCCNCc1c(OCc2ccccc2F)ccc2ccccc12	1	1	-1	107	0	2	3	2.3	98
O=C(Oc1ccc2ccccc2c1)c1ccco1	-7	1	-4	98	2	-6	2	1.4	94

This part in full, repeating the preview:
SMILES	MCL1-BIM inh	Fam108B inh	Bcl-xL primary	CIT2 TOR yeast	GRK2 aptamer HTS	VLA-4 inh	GLD-1 TGE inh	MEX-5 binding	AGP1-GFP MLPCN
Nc1nonc1C(=O)NCCNCc1c(OCc2ccccc2F)ccc2ccccc12	1	1	-1	107	0	2	3	2.3	98
O=C(Oc1ccc2ccccc2c1)c1ccco1	-7	1	-4	98	2	-6	2	1.4	94
Cc1cccc(NC(=O)CNC(=O)COC(=O)c2ccc(C(C)(C)C)cc2)c1C	-1	.	-1	87	0	5	-6	.	98
O=C(Nc1nc(-c2ccncc2)cs1)c1ccco1	30	3	12	92	1	2	7	-2.4	98
Cc1cc(C(=O)COc2cccnc2[N+](=O)[O-])c(C)n1Cc1cccs1	17	4	16	90	0	-2	9	-1.2	?
CCOc1ccc(C(=O)Nc2cc(C)on2)cc1	6	0	3	93	0	3	5	0.9	97
O=C(Nc1cccnc1)c1ccc([N+](=O)[O-])o1	-1	-8	1	96	3	0	5	1.3	98
COc1ccc(C(=O)N2CCC3(CC2)NCCc2[nH]cnc23)cc1OC	4	-1	-1	104	8	16	9	3.2	103
CC(=O)N1N=C(c2ccco2)CC1c1ccco1 (centres undefined)	.	.	.	103	1	4	.	1.6	101
CC(=O)c1cc2c(cc1N(C(=O)c1ccco1)C(C(=O)NC1CCCC1)c1ccccc1F)OCO2 (centres undefined)	9	0	7	100	1	2	-6	1.4	105
CN(C1CCCCC1)S(=O)(=O)c1ccc2c(c1)c(=O)c(C(=O)NCCN1CCCC1)cn2C	1	-1	3	102	0	35	3	1.6	104
Cc1c(C(=O)N2CCc3ccccc3C2)oc2ccccc12	5	-5	4	89	1	11	7	3.8	96
CCOc1ccc(-n2c(SCc3ccc([N+](=O)[O-])cc3)nnc2-c2ccccc2)cc1	-14	-1	-5	96	0	6	4	2.0	96
Cc1cccc(NC(=S)N(CCN(C)C)Cc2cc3cc(C)cc(C)c3[nH]c2=O)c1	0	3	-2	97	0	-6	1	0.1	106
CN(CC1CCCN(CCc2ccc(Cl)cc2)C1)C(=O)c1ccco1 (centres undefined)	1	0	1	91	3	4	5	-0.6	95
Cc1ccc(S(=O)(=O)CNC(=S)c2ccc3ccccc3c2)cc1	11	-4	2	96	5	-12	-2	-0.3	89
CC[C@@]1(C(=O)OC)N[C@H](CN(C)C(=O)Nc2ccc(OC)cc2)[C@@H]2C(=O)N(C)C(=O)[C@@H]21	.	.	.	98	4	-16	1	.	100
O=C(COC(=O)/C=C/c1ccccc1)NCCc1ccc(F)cc1	.	.	.	85	0	-4	-7	.	100
CC(C)=NOc1nc(N(C)C)nc(N(C)C)n1	-3	3	-3	97	0	-12	10	-0.3	102
COC(=O)c1ccc(Cn2cc(C(F)(F)F)ccc2=O)cc1	-6	1	-4	102	0	4	-2	2.4	.
N=c1sc2ccccc2n1-c1ccccc1	-1	-1	-2	88	5	16	-6	-1.6	74
COc1ccc(-c2nnc(SCc3cccc(C)c3)n2N)cc1	-7	-3	-9	98	0	24	5	-1.3	103
CN(C)c1ccc(NC(=S)N2CCN(c3ncc(C(F)(F)F)cc3Cl)CC2)cc1	15	4	10	98	0	5	0	5.3	102
COc1cccc(/C=N/NC(=O)C[n+]2ccccc2)c1OC	6	1	2	96	2	11	0	-0.7	102
CCOC(=O)c1c(C)oc2cc(Sc3ccccc3)c(O)c(O)c12	13	2	39*	95	0	12	3	0.1	108
O=C(O)CS(=O)CC(=O)Nc1cccc(C(F)(F)F)c1 (centres undefined)	0	0	-1	106	5	-4	11	0.0	109
Cc1ccccc1C(=O)N(C)c1ccccc1C(=O)NCc1ccccc1	-1	5	1	93	2	-3	8	1.3	97
COc1nc(C)ccc1-c1noc(-c2ccncc2)n1	2	3	5	100	0	5	7	-1.5	99
CC1=NN(c2ccc(C)c(C)c2)C(=O)C1C(c1cccc(O)c1)C1C(=O)N(c2ccc(C)c(C)c2)N=C1C (centres undefined)	-2	10	8	93	1	12	-3	2.7	97
O=C(COC(=O)/C=C/c1ccccc1[N+](=O)[O-])Nc1ccc(OCc2ccccc2)cc1	10	-10	0	93	0	18	-1	1.3	95
COc1ccc(S(=O)(=O)N2CCCCC2)cc1NC(=O)c1cnc(C)cn1	-2	.	-2	99	3	16	8	.	101
O=C(CN1CCc2ccccc2C1)Nc1ccccc1N1CCCCCC1	3	3	7	114	0	4	3	-2.4	109
CCc1ccc(NC(=O)CN(CC(=O)Nc2ccc(CC)cc2)CC(C)O)cc1 (centres undefined)	-4	-3	5	96	0	9	9	2.3	87
CCN(CC)S(=O)(=O)c1ccc(C)c(NC(=O)COC(=O)CNC(=O)c2ccc(C(C)(C)C)cc2)c1	-4	-1	2	98	0	16	-2	-0.3	97
Cc1nn(CCC#N)c(NC(=O)c2ccccc2)c1P(=O)(Nc1ccc(Br)cc1)N1CCOCC1 (centres undefined)	1	2	3	98	0	-13	8	-1.6	96
Cc1ccc(C(=O)CSc2cc(C)nc(SCC(=O)c3ccccc3)n2)cc1	-3	-11	2	99	2	9	5	0.0	100
S=C(Nc1ccc(Cl)cc1)NC1CC2CCC(C1)N2Cc1ccccc1 (centres undefined)	4	0	6	99	0	0	-15	-2.2	108
Cc1ccc(C)c(NC(=O)CSc2nnc(C3CCCCC3)o2)c1	0	2	1	106	1	0	-4	0.3	106
COCCSc1nnc(NC(=O)c2ccc(NC(=O)C(C)C)cc2)s1	-10	3	-7	101	1	33	3	0.3	98
O=C(N[C@@H]1C/C=C\C[C@@H](CC(=O)N(CCO)Cc2ccccc2)C(=O)N[C@@H](c2ccccc2)COC1=O)OCC1c2ccccc2-c2ccccc21	.	.	.	111	0	-7	5	.	117
O=C(Nc1ccccc1F)c1ccc(CN2CCc3ccccc3C2)cc1	6	-4	5	103	2	-9	3	1.3	99
COC(=O)c1ccc(NC(=S)N2CCCC2)cc1	10	0	2	84	0	3	2	0.0	95
Cc1ccc(NC(=O)N2N=C(c3ccc(F)cc3)CC2c2ccc(F)cc2)cc1 (centres undefined)	4	3	-4	101	2	5	1	-1.4	90
C=CCOc1ccc(/C=N/NC(=O)C(C)Sc2ccccn2)cc1OCC (centres undefined)	5	-1	8	109	3	3	0	3.0	104
COc1ccc(N=Nc2cc(C)ccc2O)cc1	3	2	2	100	1	-4	2	0.7	95
COC(=O)/C(C#N)=C/c1ccc(OC(=O)c2ccccn2)cc1	-43	-64	2	110	0	-18	-4	2.2	105
O=C(NCC1CCCC(CNC(=O)N2CCc3ccccc32)C1)N1CCc2ccccc21 (centres undefined)	-3	0	3	107	0	9	1	-1.2	107
CC(C)NC(=S)NN=C1CCC(c2ccccc2)CC1 (centres undefined)	8	-3	4	90	3	3	-4	2.0	102
O=C(NCc1cccs1)C1CCCN1C(=O)Nc1ccccc1[N+](=O)[O-] (centres undefined)	-2	0	1	104	1	-8	-10	-2.4	102
NC(=O)C1CCN(c2nc(-c3ccccc3-c3ccccc3)cs2)CC1	.	.	.	95	1	17	-2	.	100
CCCCCCc1cc2cc(C(=O)OCC)c(=O)oc2cc1O	4	3	5	101	1	2	9	-0.5	101
C#CCSc1nnc(-c2c[nH]c3ccccc23)n1C	-6	3	-5	86	0	2	8	-1.1	89
CCOC(=O)C1=C(COC(=O)c2ccccc2OC(F)F)NC(=O)NC1C (centres undefined)	0	-2	-3	96	1	-9	2	2.9	112
c1ccc(Nc2nc(NCCN3CCOCC3)nc(Nc3ccccc3)n2)cc1	-1	-7	3	96	0	6	4	-0.8	100
CNc1nc(-c2ccc3c(c2)CCN3C(=O)c2cccc(F)c2)cs1	4	-1	-3	98	2	0	1	-0.7	92
Cc1ccc(C(C)C)c(OCC(=O)NC2CCN(C)CC2)c1	4	-1	3	92	0	2	-2	-1.9	86
N#Cc1c(N)nc2c(c1-c1ccc(F)cc1)c(=O)nc1sccn12	-4	0	6	115	0	-12	-1	-3.3	119
COc1ccc(N(CC(=O)NCCC2=CCCCC2)S(=O)(=O)c2ccccc2F)cc1	-9	-4	-10	90	11	6	1	-3.1	95
COc1ccc(C(=O)OCC(=O)Nc2cc(C)on2)c(OC)c1OC	-3	2	3	i	0	i	-1	-3.0	i
CCCOc1ccc(C(C)=O)cc1CC(C(N)=O)C(N)=O	3	-1	0	100	0	5	5	0.5	96

Individual results from the entries so far.
Under MEX-5 binding, CN(C1CCCCC1)S(=O)(=O)c1ccc2c(c1)c(=O)c(C(=O)NCCN1CCCC1)cn2C is listed with 1.6
Under GRK2 aptamer HTS, CNc1nc(-c2ccc3c(c2)CCN3C(=O)c2cccc(F)c2)cs1 is listed with 2
Under GLD-1 TGE inh, NC(=O)C1CCN(c2nc(-c3ccccc3-c3ccccc3)cs2)CC1 is listed with -2
Under CIT2 TOR yeast, COC(=O)/C(C#N)=C/c1ccc(OC(=O)c2ccccn2)cc1 is listed with 110
Under GLD-1 TGE inh, CN(CC1CCCN(CCc2ccc(Cl)cc2)C1)C(=O)c1ccco1 (centres undefined) is listed with 5

Additional results follow.
SMILES	MCL1-BIM inh	Fam108B inh	Bcl-xL primary	CIT2 TOR yeast	GRK2 aptamer HTS	VLA-4 inh	GLD-1 TGE inh	MEX-5 binding	AGP1-GFP MLPCN
N/C(=N\OC(=O)COc1ccccc1)c1ccncc1	-1	-3	0	98	2	-3	-2	2.9	101
COc1ccc(C(CNC(=O)CSc2ccc(Br)cc2C)N2CCOCC2)cc1 (centres undefined)	-4	-1	-2	110	2	4	4	-0.2	105
O=c1cc[nH]c2ccc(Cl)cc12	5	4	1	103	2	-2	1	2.2	99
Cc1c(C(=O)NC(=S)Nc2ccc(NC(=O)c3cccs3)cc2)cccc1[N+](=O)[O-]	-1	-3	-1	92	0	0	-7	0.1	102
Cc1ccc(C(C)NC(=O)c2ccncc2)cc1C (centres undefined)	4	-1	4	97	13	2	3	-0.3	90
COC(=O)c1ccccc1NC(=O)N1CCN(c2ccc(OC)cc2)CC1	6	6	4	96	0	47	0	-0.6	94
CN(C)S(=O)(=O)c1ccc(C(=O)N2CCN=C2SCc2ccccc2)cc1	9	5	6	95	6	11	6	0.6	92
COc1ccc(-c2cn[nH]c2C)cc1	3	3	-1	91	2	21	4	-1.4	101
O=S(=O)(c1ccc2c(c1)OCCO2)N1C[C@@H]2C[C@H]1CN2S(=O)(=O)c1c(F)cccc1F	.	.	.	96	3	-4	6	.	96
COc1ccc(NC(=O)C2CCCN2C(=O)Oc2ccccc2)cc1 (centres undefined)	-2	-2	4	100	1	15	-2	-1.4	102
COc1ccc2c(c1)SC1=NCCS(=O)(=O)N12	6	-1	6	98	0	21	-4	-0.2	96
CSc1ccccc1C(=O)OCC(=O)N1CCCC1=O	3	.	-2	96	2	11	-4	.	105
CCN(CC)S(=O)(=O)c1ccc(Cl)nc1	4	1	6	91	3	5	-5	-1.0	96
COc1ccc(C(=O)N2CCN(C3CCN(Cc4ccccc4)CC3)CC2)cc1OC	-3	6	-3	107	0	2	4	-2.0	107
CC(=O)Nc1cccc(C(=O)OC2CCOC2=O)c1 (centres undefined)	0	2	-2	97	4	1	2	-2.2	102
